# From PubChem BioAssay
# IkB sig inh: IkB pathway inhibition in ABC-DLBCL cells. ABC-DLBCL IkBa-CBG/CBR dual luciferase ratio, 4 h; response scale: scaled: untreated 0%, proteasome inhibitor 100%. Potency, µM (doses to about 57.1 µM), without a hit: top-dose IkBa stabilization activation. 0.04% of 110,000 active. AID 445; active means well fitted curve in the direction sought with a large enough effect in the signal ratio, not every such curve was filed as active; inconclusive means small, poorly fitted or top-dose-only effect, or a change in a side signal; the % refers to the signal ratio;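 further: the direction sought is a rising ratio; 0% = basal untreated cells and 100% = reference inhibitor full response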
#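 Luminescence ratio of IκBα-fused green versus native red beetle luciferase in OCI-Ly3 cells, 4 h post-doxycycline with compound; red signal alone, scaled from basal (0%) to zero light (-100%), flagged nonspecific or cytotoxic effects.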
# p53ts 39C tox: kills p53ts cells at the nonpermissive temperature | H1299-p53A138V viability at 39C, ATP luminescence, 24 h | Potency, µM (top dose mostly 46.1 µM), for inactives: top-dose activity change, negative = cell killing, usual class: cytotoxic | 1.5% of 130,000 active | AID 902; further: nearly all actives have a fitted effect of over 55% in size
# Peg3 imprint: induces erasure of genomic imprints in mouse ES cells | mouse ES Peg3-LacZ reporter, beta-gal luminescence, 40 h | Potency, µM (highest dose often 60.7 µM), inactives show top-dose activity change, positive = activation, usual class: activators | 0.02% of 110,000 active | AID 1948;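 further: 0% = negative control wells on the plate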
#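 Each well holds 300 Peg3LacZ-Neo (maternal) female ES cells incubated 40 h at 37C, 5% CO2. LacZ is measured by BetaGlo luminescence, with AC50 and maximum efficacy derived from dose-response curves.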
# p53ts 32C kill: kills p53ts cells at the permissive temperature; Potency, µM (top dose mostly 46.1 µM), for inactives: at the top dose activity change, negative = cytotoxicity, hits mostly cytotoxic; 0.93% of 130,000 active; H1299-p53A138V at 32C, ATP luminescence viability, 24 h;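 further: 0% = DMSO and -100% = full killing by reference compound; nearly all actives have a fitted effect of over 55% in size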
#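 Viability by ATPlite luminescence after 24 h compound treatment (up to 46 uM) at the permissive 32C. Cells are H1299 carrying p53 A138V. Scale runs from DMSO basal to 100 uM tamoxifen as full kill; AC50 from Hill fits.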
# Numbers without * were called inactive; ? = inconclusive; . = not tested or not shown; [ ] = dose if it differs, or a comment. Unless noted, the call rests on the fitted dose curve; in most records, active means well fitted curve in the direction sought with a large enough effect; inconclusive means small, poorly fitted or top-dose-only effect, or another doubt; inactive means no such curve, though single readings can be large; an effect the other way counts as inactive or inconclusive. Unless noted, on the % scale 0 is the no-effect control and ±100 the full control effect; potency means the concentration at half of the fitted maximal effect.
Molecule | IkB sig inh | p53ts 39C tox | Peg3 imprint | p53ts 32C kill
CCCS(=O)(=O)c1nc(S(=O)(=O)c2ccc(C)cc2)c(NC(C)c2ccccc2)s1 (configuration not stated) | 0.2% | -14.9% | -6.5%[10.9 µM] | 4.1%
CN1CCN(c2ncc3nc(CCc4ccccc4)c(=O)n(CCc4ccccc4)c3n2)CC1 | 0.9%[11.4 µM] | ? | -10.7% | ?
COCCCn1c(SCC(=O)Nc2ccccc2)nnc1-c1ccncc1 | . | -0.9% | . | 6.5%
COc1ccc2c(c1)CC(NC(=O)Nc1ccc(NC(C)=O)cc1)CO2 (configuration not stated) | -1.2% | -3.6% | 14.6%[10.9 µM] | -4.5%
NCC1O[C@@H](OC2C(N)C[C@H](N)[C@@H](O[C@H]3OC(CO)C(O)C(N)C3O)C2O)C(O)C(O)C1O (some centres not stated) | . | -4.4% | -0.2% | -2.8%
Cn1cccc1Cc1nnc(SCC(=O)Nc2ccccc2)n1-c1ccc(F)cc1 | 0.0% | -3.8% | -17.2% | -2.5%
Cc1ccccc1CNC(=O)c1ccccc1C(=O)O | . | 2.2% | . | 3.2%
CN(c1ccc(C(=O)NC2CC2)cc1)S(=O)(=O)c1ccccc1 | -1.8% | 0.4% | 8.5% | 1.6%
COc1cc(OC)c(C2Nc3c(C)cccc3-c3cc(C)nn32)cc1OC (configuration not stated) | 2.5% | 2.0% | -7.7%[10.9 µM] | -2.9%
COc1ccc2nc3c(cc2c1)c(NC(=O)c1cccs1)nn3CC(C)C | ? | -20.6% | -19.1% | ?
COc1cccc(Cn2c(=O)cnc3cnc(OC)nc32)c1 | 0.6%[11.4 µM] | -6.1% | -2.0% | -5.8%
CCN(CCNC(=O)CCCn1nc(C)n2c(cc3sccc32)c1=O)c1ccccc1 | -0.7% | 2.3% | -6.9% | 2.8%
CC(C)NC(=O)N1CCC2(CC1)CCN(C(=O)c1cccc(F)c1)CC2 | 1.9%[11.4 µM] | 9.4% | . | -3.6%
O=C(Nc1ccc(Cl)cc1)N1CCC(c2ccccc2)C1 (configuration not stated) | ? | 12.6µM* | -18.0%[10.9 µM] | ?
CC1(C)CC(=O)C(C=NC2CC(C)(C)NC(C)(C)C2)=C(O)C1 | 2.7% | 1.8% | -7.3% | 2.6%
COC(=O)c1ccc(NC(=O)CN(CCc2ccccc2)S(=O)(=O)c2ccc(OC)cc2)cc1 | ? | 1.8% | -17.4%[10.9 µM] | 7.4%
O=C(Cc1ccccc1)Nc1ccc2oc(-c3ccncc3)nc2c1 | 1.0% | 16.7% | . | -8.7%
CC(=O)c1cccc(NC(=O)NC(C)c2ccncc2)c1 (configuration not stated) | -0.2% | 26.2% | 0.9% | 3.7%
CCOC(=O)CNC(=O)CSc1nc(N(C)C)nc(N2CCOCC2)n1 | 1.5% | 10.1% | -1.6% | -2.4%
O=C(Cn1nnc2ccccc2c1=O)Nc1cc(C(F)(F)F)ccc1N1CCOCC1 | 0.6% | -4.5% | -10.1% | -0.2%

# Already shown: six of the compounds above.
Molecule | IkB sig inh | p53ts 39C tox | Peg3 imprint | p53ts 32C kill
NCC1O[C@@H](OC2C(N)C[C@H](N)[C@@H](O[C@H]3OC(CO)C(O)C(N)C3O)C2O)C(O)C(O)C1O (some centres not stated) | . | -4.4% | -0.2% | -2.8%
Cn1cccc1Cc1nnc(SCC(=O)Nc2ccccc2)n1-c1ccc(F)cc1 | 0.0% | -3.8% | -17.2% | -2.5%
Cc1ccccc1CNC(=O)c1ccccc1C(=O)O | . | 2.2% | . | 3.2%
CN(c1ccc(C(=O)NC2CC2)cc1)S(=O)(=O)c1ccccc1 | -1.8% | 0.4% | 8.5% | 1.6%
COc1cc(OC)c(C2Nc3c(C)cccc3-c3cc(C)nn32)cc1OC (configuration not stated) | 2.5% | 2.0% | -7.7%[10.9 µM] | -2.9%
COc1ccc2nc3c(cc2c1)c(NC(=O)c1cccs1)nn3CC(C)C | ? | -20.6% | -19.1% | ?

# Next entries follow.
Molecule | IkB sig inh | p53ts 39C tox | Peg3 imprint | p53ts 32C kill
c1ccc(-n2ncc3c2ncn2nc(-c4ccco4)nc32)cc1 | 4.2% | ? | -35.2%[inhibitor] | ?
Cc1ccc(CNC(=O)c2ccc(Cn3c(=O)c4ccccc4n(CC(=O)Nc4c(C)cc(C)cc4C)c3=O)cc2)cc1 | 19.0% | -29.2% | -36.0%[inhibitor][10.9 µM] | 15.8µM*
Cc1ccc(C(C(=O)NC2CCCCC2)N2CCCC2)cc1 (configuration not stated) | 1.0% | -8.8% | 1.8% | -1.1%
Cc1cccc(N2CCN(S(=O)(=O)c3c(C)nc4scc(C)n4c3=O)CC2C)c1 (configuration not stated) | ? | 1.5% | 17.4%[10.9 µM] | -1.3%
Cc1ccc(Cn2c(C(=O)O)c(CNCc3ccc(C)o3)c3ccc(C)cc32)cc1 | -1.6% | -1.9% | -7.1%[10.9 µM] | 10.9%
Cc1ccc(NS(=O)(=O)c2ccc(C(=O)N3CCCN(C)CC3)cc2)cc1 | 0.5% | -5.7% | -14.9% | -6.2%
CCC(=O)N1c2ccccc2CC1C(=O)N1CCN(c2cccc(Cl)c2)CC1 (configuration not stated) | ? | -19.1% | -8.9%[10.9 µM] | -7.5%
CC(=O)NCCNc1ncnc2ccc(-c3cccc(NS(C)(=O)=O)c3)cc12 | 2.9%[11.4 µM] | 4.6% | -3.3% | -8.3%
Cc1cc(C)cc(NC(=O)Cn2nnc(C(=O)Nc3cc(C)cc(C)c3)c2N)c1 | 0.1% | ? | -1.6%[10.9 µM] | -12.9%
CCOc1ccc(-c2nonc2NC(=O)c2oc3c(C)c(C)ccc3c2C)cc1OCC | -1.6% | -4.5% | -14.2%[10.9 µM] | 5.0%
Cc1noc(/C=C/c2ccco2)c1S(=O)(=O)N1CCC(C(=O)Nc2ccc(F)cc2F)CC1 | -3.8% | 4.7% | -6.8%[10.9 µM] | -6.0%
CCC1=C2CC[C@H]3C(=O)N(C)C(=O)[C@H]3[C@H]2[C@@]2(Cc3ccccc3)C(=NCC(=O)OC)OC(=O)N2C1=O | . | 4.3% | -6.3% | 12.7%
COc1ccc(NC(=O)CN2CCC(NC(=O)C3CCCCC3)CC2)cc1 | 0.2% | -1.0% | 0.3% | 10.3%
O=C(O)CSc1nnc2c3ccccc3c3ccccc3c2n1 | 2.4%[11.4 µM] | -2.0%[9.22 µM] | 5.9%[10.9 µM] | 5.3%[9.22 µM]
Cc1ccc(CNC(=O)c2c(-c3cccc(Br)c3)noc2C)o1 | ? | 8.8% | -9.1%[10.9 µM] | 5.8%
CCc1ccc(C(=O)NC2=NC(c3cc(OC)ccc3OC)CC(=O)N2)cc1 (configuration not stated) | 4.0% | -6.9% | -4.0%[10.9 µM] | 3.5%
CC(Oc1ccccc1Cl)C(=O)N(Cc1ccco1)C1CCS(=O)(=O)C1 (configuration not stated) | 2.2% | 1.6% | -4.7% | 5.3%
CCOc1ccccc1NC(=O)CSc1nnc2c(CC)c(C)nc(N)n12 | -0.9% | -11.1% | -9.4% | 16.8%
CSc1cccc(NC(=O)CN(c2cc(C)ccc2C)S(C)(=O)=O)c1 | ? | 6.2% | -5.9% | 1.0%
Cc1cccc(-n2c(Cc3cc(=O)[nH]c(=O)[nH]3)nnc2SCC(=O)NCC2CCCO2)c1 (configuration not stated) | -0.8% | 3.5% | -0.2% | -5.8%
Cc1ccccc1-c1cc(NCc2cccnc2)ncn1 | 1.2%[11.4 µM] | -6.8% | -3.9% | 0.7%
Cc1cccn2c(=O)c3cc(C#N)c(=N)n(Cc4cccnc4)c3nc12 | 0.9% | 7.1% | 3.5% | 0.3%
COc1ccc(CNS(=O)(=O)c2ccc(C(=O)N(C)C)s2)cc1 | -0.6% | 5.2% | -12.0%[10.9 µM] | 0.4%
Cc1nn(CC(=O)NC2CCCCC2)c(=O)c2cc3cc(F)ccc3n12 | 1.5% | -6.6% | 10.2%[10.9 µM] | 4.2%
CCc1nc(SCc2ccc(F)cc2)[nH]c(=O)c1C#N | . | -6.1% | . | 2.7%
O=C(COC(=O)c1ccc2c(c1)OCO2)NCc1ccc(Cl)cc1 | 0.5% | -13.9% | -8.0% | -0.9%
Cc1cc(NC(=O)CCC(=O)N(Cc2ccco2)C2(C(=O)NC3CCCCC3)CCN(C)CC2)no1 | -0.7% | 9.3% | -9.8% | 20.9%
COC(=O)[C@H](Cc1ccccc1)NC(=O)[C@@]1(C)C[C@@H]1[C@@H](NC(=O)OCc1ccccc1)c1ccccc1 | . | -24.2% | -7.3% | -12.2%
CCS(=O)(=O)c1ccc2oc(Nc3ccccc3C)nc2c1 | -0.6% | -23.8% | -86.3%[inhibitor] | ?
Cc1c(C)c2c(cc(C)c3c(-c4ccccc4)coc32)oc1=O | -3.6% | -3.7% | 3.4%[10.9 µM] | -6.5%
O=C(CNS(=O)(=O)c1cccs1)N1CCN(c2ccccn2)CC1 | 1.8% | 0.8% | -9.3% | -0.8%
COC(=O)C1=[N+]([O-])OC(C(=O)OC)C1c1c[nH]c2ccccc12 (configuration not stated) | 0.9% | -17.9% | -6.7% | -29.0%
Cc1c(Cl)cccc1N(CC(=O)NC1CCCCC1)S(C)(=O)=O | 3.7% | 4.0% | -11.2% | 4.4%
O=C(Nc1ccc2nc(SCC(=O)N3CCCC3)sc2c1)c1ccc(Br)cc1 | -1.7% | -26.0% | -15.3%[10.9 µM] | -28.6%
CC(=O)n1nc(-c2ccco2)nc1N | -0.1% | -0.9% | 1.4% | 4.4%
CCn1c2ccccc2c2nnc(SCC(=O)N3CC(C)OC(C)C3)nc21 (configuration not stated) | -1.1% | -8.5% | -8.9% | 2.3%
O=C(c1ccccc1)N1CCN(c2ccc(Cl)cc2)CC1 | 1.1% | -2.1% | -15.3% | 6.6%
COc1ncc2nc(-c3ccc(F)cc3)c(=O)n(C[C@H]3CCCO3)c2n1 | -0.3%[11.4 µM] | 8.0% | . | -1.5%
CCOC(=O)C1=C(N)OC2=C(C(=O)CC(C)(C)C2)C1c1cccnc1 (configuration not stated) | -0.4% | 0.2% | 3.8% | 9.5%
COc1ccc(Br)cc1S(=O)(=O)N1CCCC1 | . | -9.5% | . | -8.4%
CC(=O)c1c(C)[nH]c(C(=O)OCC(=O)Nc2cc(C)on2)c1C | 0.3% | -17.2% | -13.9% | -10.2%
Cc1ccccc1C(=O)Nc1nnc(S(=O)(=O)N(C)Cc2ccccc2)s1 | 1.4% | -7.5% | -10.0%[10.9 µM] | 0.9%
Cc1ccc(C)c(N2CCN(C(=O)C3CCC(CNS(=O)(=O)c4cccs4)CC3)CC2)c1 (configuration not stated) | ? | -0.3% | -7.1%[10.9 µM] | 52.5%[activator]
COc1ccc(NC(=O)C2CCC(CNS(=O)(=O)c3csc(C(N)=O)c3)CC2)cc1 (configuration not stated) | -1.5% | -13.9% | -8.3%[10.9 µM] | -2.2%
CCOc1ccc(CCNC(=O)Cn2nc(C)c3c(C)n(-c4ccccc4)nc3c2=O)cc1OCC | ? | 6.4% | 4.6%[10.9 µM] | 3.7%
Cc1ccccc1OCCN1C(=O)NC2(CCc3ccccc32)C1=O (configuration not stated) | 3.0% | 2.7% | 5.2% | -1.4%
CCOc1ccc(Cc2nn[nH]n2)cc1 | 0.4% | 5.5% | 3.8% | 4.8%
CC(=O)NC(CCS(C)(=O)=O)C(=O)Nc1c(C)cccc1C (configuration not stated) | 1.1% | 4.2% | -2.7% | -4.4%
CN(C)c1ccc([C@@H]2[C@@H]([N+](=O)[O-])[C@H]3C=Cc4ccccc4N3[C@H]2C(=O)c2ccc(Cl)cc2)cc1 | . | -6.9% | . | 23.2%
O=C(Oc1ccc2c(c1)CCC2)N1CCOCC1 | -1.3% | -12.9% | -28.6% | -19.5%
O=C(Oc1ccc2c(c1)OCO2)c1ccncc1 | 0.3% | -1.0% | 6.2% | -1.2%
O=C(CSc1nccn1-c1ccc(F)cc1)Nc1ccc2c(c1)OCO2 | 1.5% | -7.1% | -11.1% | -0.3%
COc1cc2c(cc1OC)C(C(=O)Nc1ccc3c(c1)OCCO3)C1c3ccccc3CCN1C2=O (configuration not stated) | -1.5% | -3.5% | -0.7% | -2.5%
CC(C)(CO)Nc1nc(Nc2ccccc2)nc(Nc2ccccc2)n1 | . | 13.1% | . | -9.8%
